Screening results: PubChem BioAssay, NCI
yeast rad50 – NCI yeast anticancer drug screen, S. cerevisiae rad50 strain; 10% of 79,000 active; AID 155; % growth inhibition at 50 µM;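 also: 0% = growth of vehicle-only cultures of the same strain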
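Yeast carrying a defined DNA repair defect were exposed to test compounds, and growth was compared with vehicle-treated controls to give percent inhibition.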
sgs1 mgt1 – NCI yeast anticancer drug screen, S. cerevisiae sgs1 mgt1 strain; growth inhibition, % at 50 µM; 10% of 78,000 active; AID 161;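 also: 0% = growth of vehicle-only cultures of the same strain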
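Yeast cells carrying a defined DNA-repair defect were exposed to test compounds. Growth inhibition was measured relative to vehicle-treated controls.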
mec2-1 – NCI yeast anticancer drug screen, S. cerevisiae mec2-1 strain. % growth inhibition at 50 µM. AID 157. 9% of 79,000 active;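 also: 0% = growth of vehicle-only cultures of the same strain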
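Strain: mec2-1 (DNA repair/cell cycle alteration). Compound exposure, then growth measured; inhibition expressed relative to vehicle.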
yeast bub3 – NCI yeast anticancer drug screen, S. cerevisiae bub3 mutant strain; AID 167; % growth inhibition at 50 µM; 9.9% of 78,000 active;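 also: 0% = growth of vehicle-only cultures of the same strain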
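In this screen, a yeast mutant lacking normal mitotic checkpoint function is challenged with compound. Relative growth versus vehicle gives the inhibition value.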
mlh1 rad18 – NCI yeast anticancer drug screen, S. cerevisiae mlh1 rad18 strain; % growth inhibition at 50 µM; 11% of 79,000 active; AID 175;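 also: 0% = growth of vehicle-only cultures of the same strain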
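Cells of a genetically altered yeast strain, deficient in DNA damage repair, were treated with compound. Their growth was then compared with that of vehicle-treated cultures to give inhibition.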
yeast cln2 rad14 – NCI yeast anticancer drug screen, S. cerevisiae cln2 rad14 strain; growth inhibition, % at 50 µM; 8.3% of 78,000 active; AID 165;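 also: 0% = growth of vehicle-only cultures of the same strain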
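The screen exposed genetically defined yeast (cln2 rad14) to test compounds and scored growth inhibition relative to vehicle-treated controls.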
Active calls of the source: *. Rule as the data show it: active = growth inhibition above about 70%; inactive = the rest.

Start of the data: the first 22 entries, ahead of the listing:
SMILES	yeast rad50	sgs1 mgt1	mec2-1	yeast bub3	mlh1 rad18	yeast cln2 rad14
CC(C)OP(=O)(OC(C)C)C1=NN(c2ccc([N+](=O)[O-])cc2)C(P(=O)(OC(C)C)OC(C)C)=NN1c1ccc([N+](=O)[O-])cc1	-41	-15	-51	-60	-24	5
CCNCCNC(=O)c1ccc(Br)cc1	-32	-22	-7	-20	-17	7
CC(C)(C)OC(=O)NC(Cc1ccccc1)OCc1ccccc1 (stereo not given)	-11	0	-25	-15	-20	12
CCOC(=O)c1ccnc2ccc(OC)cc12	18	30	6	14	2	-10
CCOC(=O)C(=O)c1ccc(N(C)C)cc1	-1	-12	-11	-6	-10	17
O=NN(CCCl)C(=O)NC1CCC(O)CC1 (stereo not given)	-17	-24	-11	-4	-4	13
CCCCCCCCCCCCCCCCCC(=O)N/N=C/C(C=C=C(C)C)(CC)CCCC (stereo not given)	-35	10	22	-1	-2	24
CN(C)c1ccc(N2C(=O)CN(Cc3ccccc3)CC2=O)cc1	14	-10	3	9	5	-6
COC(=O)/C(=C\C(=O)c1ccc(Br)cc1)NN=C(c1ccccc1)c1ccccc1	-20	-3	-2	-20	-20	4
COC1=C(N)C(=O)c2nc(C)ccc2C1=O	46	55	44	57	66	-4
CCCCN(CCO)CC(O)Cn1cnc2c(N)ncnc21 (stereo not given) (tested in a mixture with another compound)	22	-4	-5	3	26	19
C[N+](C)(C)C(C1=CCCC1=O)c1ccccc1 (stereo not given)	50	4	43	30	44	27
CCN(CC)C(=S)Sc1nc2ccccc2s1	34	17	-12	68	18	-54
CCCCCCCCCCCCCCCCCC(=O)N/N=C/c1cc(C(C)(C)C)c(O)c(C(C)(C)C)c1	-33	-14	14	-1	2	-35
c1ccc2c(c1)NC(C1OC3CCCN3C1C1Nc3ccccc3S1)S2 (stereo not given)	-43	-29	-6	-14	-24	-2
Cc1ccc(N=C=S)cc1Cl	7	32	10	16	28	7
CC1CC(=O)C2CC(Cl)CCC2(C)C1C (stereo not given)	-18	-5	-23	-27	-6	-45
O=C1OC[C@H]2[C@H](c3ccc(O)c(O)c3)c3cc(O)c(O)cc3C[C@H]12	25	24	-2	24	11	16
CCN(CC)CCS(=O)(=O)CCS(=O)(=O)CCN(CC)CC	18	25	11	4	14	25
O=C(CCCC(=O)N/N=C/c1cccc(Cl)c1)N/N=C\c1cccc(Cl)c1	-28	-2	-14	1	-20	-26
CN1CCN(CCN2C(=O)c3ccccc3C2=O)CC1	-12	-10	3	-11	-44	-15
O=C(NCCN1CCOCC1)c1ccc(C(=O)NCCN2CCOCC2)cc1	35	33	23	2	34	18

The list itself, repeating the preview:
SMILES	yeast rad50	sgs1 mgt1	mec2-1	yeast bub3	mlh1 rad18	yeast cln2 rad14
CC(C)OP(=O)(OC(C)C)C1=NN(c2ccc([N+](=O)[O-])cc2)C(P(=O)(OC(C)C)OC(C)C)=NN1c1ccc([N+](=O)[O-])cc1	-41	-15	-51	-60	-24	5
CCNCCNC(=O)c1ccc(Br)cc1	-32	-22	-7	-20	-17	7
CC(C)(C)OC(=O)NC(Cc1ccccc1)OCc1ccccc1 (stereo not given)	-11	0	-25	-15	-20	12
CCOC(=O)c1ccnc2ccc(OC)cc12	18	30	6	14	2	-10
CCOC(=O)C(=O)c1ccc(N(C)C)cc1	-1	-12	-11	-6	-10	17
O=NN(CCCl)C(=O)NC1CCC(O)CC1 (stereo not given)	-17	-24	-11	-4	-4	13
CCCCCCCCCCCCCCCCCC(=O)N/N=C/C(C=C=C(C)C)(CC)CCCC (stereo not given)	-35	10	22	-1	-2	24
CN(C)c1ccc(N2C(=O)CN(Cc3ccccc3)CC2=O)cc1	14	-10	3	9	5	-6
COC(=O)/C(=C\C(=O)c1ccc(Br)cc1)NN=C(c1ccccc1)c1ccccc1	-20	-3	-2	-20	-20	4
COC1=C(N)C(=O)c2nc(C)ccc2C1=O	46	55	44	57	66	-4
CCCCN(CCO)CC(O)Cn1cnc2c(N)ncnc21 (stereo not given) (tested in a mixture with another compound)	22	-4	-5	3	26	19
C[N+](C)(C)C(C1=CCCC1=O)c1ccccc1 (stereo not given)	50	4	43	30	44	27
CCN(CC)C(=S)Sc1nc2ccccc2s1	34	17	-12	68	18	-54
CCCCCCCCCCCCCCCCCC(=O)N/N=C/c1cc(C(C)(C)C)c(O)c(C(C)(C)C)c1	-33	-14	14	-1	2	-35
c1ccc2c(c1)NC(C1OC3CCCN3C1C1Nc3ccccc3S1)S2 (stereo not given)	-43	-29	-6	-14	-24	-2
Cc1ccc(N=C=S)cc1Cl	7	32	10	16	28	7
CC1CC(=O)C2CC(Cl)CCC2(C)C1C (stereo not given)	-18	-5	-23	-27	-6	-45
O=C1OC[C@H]2[C@H](c3ccc(O)c(O)c3)c3cc(O)c(O)cc3C[C@H]12	25	24	-2	24	11	16
CCN(CC)CCS(=O)(=O)CCS(=O)(=O)CCN(CC)CC	18	25	11	4	14	25
O=C(CCCC(=O)N/N=C/c1cccc(Cl)c1)N/N=C\c1cccc(Cl)c1	-28	-2	-14	1	-20	-26
CN1CCN(CCN2C(=O)c3ccccc3C2=O)CC1	-12	-10	3	-11	-44	-15
O=C(NCCN1CCOCC1)c1ccc(C(=O)NCCN2CCOCC2)cc1	35	33	23	2	34	18
COC(=O)c1cc(Cl)ccc1NC(=O)C1CCCCC1	5	23	16	15	36	28
O=S(Nc1ccccc1Br)c1ccccc1 (stereo not given)	22	59	24	17	45	-3
CC/C(CC(C)CC)=N\O (stereo not given)	-17	-23	-18	-5	-6	12
O=C(O)c1cc(/C=C/c2cc(O)ccc2O)ccc1O	-15	-25	-22	-33	-40	-2
CCOc1ccccc1NC(=O)c1c(Br)c(Br)c(Br)c(Br)c1C(=O)O	6	-2	-17	6	-18	-4
Cc1cc(C)c(C(=O)c2ccccc2C(=O)NN)cc1C	-14	-29	-34	-44	-14	-55
C=C1C(=O)OC2CC(C)C3(O)CCC(=O)C3(C)CC12 (stereo not given)	-15	-5	-25	-18	-34	4
CCCCCCCCCCCCC/C=C/CC(CC(=O)O)C(=O)Nc1cccc(-c2cc(=O)n(-c3ccccc3)n2C)c1 (stereo not given)	38	38	9	1	27	18
O=C(Nc1ccccc1F)Oc1ccc(Cl)cc1Cl	27	20	15	19	13	27
COC(=O)c1ccc(SCC(=O)c2ccc([N+](=O)[O-])o2)cc1	97*	79*	98*	60	98*	95*
CNC(=O)CNC(=O)C(NC(=O)CNC(=O)C1CCCN1C(=O)C(C)NC(=O)C(NC(C)=O)C(C)C)C(C)C (stereo not given)	0	4	-14	-12	-5	-7
CCN(CC)c1ccc(CC2Cc3ccccc3C2O)cc1 (stereo not given)	15	6	-13	11	8	-39
CCOC(=O)C(NC(=O)OC(C)(C)C)C(=O)OCC	-43	-33	-91	3	-27	-29
CCCCCCc1cc(C(=O)N/N=C/c2ccccc2O)c2ccccc2n1	-35	16	-8	68	-3	-13
CC12CCC([C@H](C(O)C3CCCCC3)C1=O)C2(C)C (stereo not given in full)	-3	-13	-17	-6	-5	17
COc1cc(/C=N\NC(=S)Nc2ccc(S(=O)(=O)N3CCCCC3)cc2)cc(OC)c1OC	12	24	3	27	5	26
CCOC(=O)Cc1cc(=O)oc2cc(O)ccc12	-23	4	2	-2	-1	23
CNC(=O)OCc1c(COC(=O)NC)c2n(c1C)CSC2	5	-11	-14	-5	2	-8
O=C(O)CS(=O)(=O)c1nc2ccccc2[nH]1	-27	-8	21	11	-15	-58
Cc1nc2sc(C)c(C)c2c(=O)o1	-18	-15	-16	-2	-27	23
O=COC(Cc1ccccc1)c1ccc2c(c1)OCO2 (stereo not given)	32	2	-5	31	-3	-7
Cc1cc(Cl)cc2c1NC(=O)C2(O)C/C(=N/NC(=O)CC#N)c1cccc([N+](=O)[O-])c1 (stereo not given)	59	62	38	15	77*	9
COC(=O)C12C3C4C1C1C2C3C41C(=O)OC(C)(C)C (stereo not given)	18	9	1	24	15	4
BrCCCCCOc1ccc(-c2c3ccccc3c(-c3ccc(OCCCCCBr)cc3)c3ccccc23)cc1	11	13	18	-13	13	0
NS(=O)(=O)c1ccc(N=Cc2c3ccccc3nc3cc(Cl)ccc23)cc1	46	53	49	28	59	8
CN(C)CCN(c1ccccn1)c1ccccn1	-2	5	-1	11	-20	-42
CCCCOCN(COCCCC)CC(C)(C)C	21	-11	15	19	19	15
CCOC(=O)CON1C(=O)CCC1=O	6	-6	-7	6	-6	-6

More records.
SMILES	yeast rad50	sgs1 mgt1	mec2-1	yeast bub3	mlh1 rad18	yeast cln2 rad14
CCOC(=O)C(=O)C1CCCC1=O (stereo not given)	-7	2	-7	2	-1	-1
C=CCNc1nc2c(s1)c(C)c(O)c1ccccc12	9	9	20	22	16	-76
Cc1cccc(NC(=O)C(=O)CC(=O)c2ccc([N+](=O)[O-])cc2)c1C	17	22	13	15	31	7
COc1cc(C=C(C(C)=O)C(C)=O)ccc1O	19	20	41	23	29	-10
O=C(O)Cc1ccc(OCCCCCOc2ccc(CC(=O)O)cc2)cc1	6	21	0	-12	4	-50
C[C@H](OCc1ccccc1)C(=O)N1CCS(=O)(=O)N2CCC[C@@H]2C1=O	5	-18	-19	-6	-18	19
CC(C)OC(=O)c1ccccc1C(=O)c1ccccc1	-17	0	-4	4	-13	-7
CC12CCC3C(CCC4CC(OC5CCCCO5)CCC43C)C1CC/C2=C/C#N (stereo not given)	29	10	-8	2	-3	10
CCOC(=O)C1CC=CCC1C(=O)OCC (stereo not given)	-5	0	-8	1	-20	3
N#Cc1c(N)nc2c3c1NC(=O)C(C(N)=O)C3c1ccccc1O2 (stereo not given)	6	6	-3	-3	-22	2
O=c1[nH][nH]c(=O)c2c1nc(SCc1ccc(Cl)cc1Cl)n2Cc1ccccc1	13	4	3	-5	12	12
CC(=O)Nc1ccc2c(c1)C(N1CCCCC1)c1ccccc1-2 (stereo not given)	-42	4	-18	-3	-5	-40
CCC(=S)Nc1ccccc1	24	24	-10	0	22	-4
CC(C)NCCN	17	19	0	13	23	11
O=C(NO)Nc1nc(Cl)c(Cl)nc1Cl	90*	90*	93*	90*	90*	83*
CCC(=O)c1ccc2ccccc2c1	5	-1	4	-2	-1	-10
CCCCCCCCCCCC1OC(=O)c2ccccc2S1 (stereo not given)	-13	-2	0	14	11	-34
CCC(=O)NC(NNS(=O)(=O)c1ccc(C)cc1)(C(F)(F)F)C(F)(F)F	-15	-27	-14	-30	16	-24
Cc1cc(Cl)nc2ccc(Cc3ccc4nc(Cl)cc(C)c4c3)cc12	15	-20	2	23	38	15
CCS(=O)(=O)c1ccc(NC(=O)OCc2ccccc2)cc1	12	22	23	26	-2	-4
CCc1ccccc1NC(=O)CCl	9	0	0	-3	3	18
O=[N+]([O-])c1ccc(-c2cc3ccccn3c2)cc1	-5	-10	-46	12	-18	-12
Nc1ccccc1Br	30	21	34	12	21	-31
COC(=O)C1=CO[C@@H](C)[C@@H]2CN3CCc4c([nH]c5ccc(OC)cc45)[C@@H]3C[C@H]12	9	-25	-20	-3	-16	-19
c1ccc2cc3c(cc2c1)oc1ccccc13	-16	-8	-40	-19	2	3
CN(C)CC1CC=CCC1CN(C)C (stereo not given)	-20	-6	0	7	-9	-16
COC(=O)OC/C=C\COC(=O)OC	6	-14	-4	5	14	-11
NC(=O)c1[nH]c(=S)[nH]c1N	-8	-3	-3	-29	-3	-19
CC1(C)COC(c2cccc3c2C(=O)c2cccc(Cl)c2-3)=N1	15	35	2	33	-4	21
Clc1ccc(OCC(COc2ccccc2)Oc2nc(-c3ccccc3)nc(-c3ccccc3)n2)cc1 (stereo not given)	-14	3	2	-9	-17	-6
